# High-throughput results: PubChem, several laboratories
# Tat export inh – E. coli Tat transport inhibition; E. coli MC4100 TorA-mCherry Tat export, fluorescence; inhibition, % at 10 µM; 0.036% of 340,000 active;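 active = mean replicate inhibition at least 50% and at least half of replicates individually reaching 50%; inconclusive = only one of the two criteria met; inactive = neither criterion met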;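 also: exported cargo escapes ClpAP degradation while cytoplasmic cargo is degraded and loses fluorescence; 0% = median of neutral control wells and 100% = median of NaSCN control wells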
# phage Ecoli inh – E. coli growth loss with phage present | 0.26% of 360,000 active | AID 651602 | inhibition, % at 11.9 µM | growth absorbance; in the data active = inhibition above about 11%
# AddAB inh – less growth of phage-infected E. coli with AddAB; E. coli expressing H. pylori AddAB, absorbance growth; inhibition, % at 11.9 µM; 0.29% of 330,000 active; in the data active = inhibition above about 12%;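 also: 0% = vehicle wells of infected cells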
# CAL PDZ FP-1 – human CAL PDZ-peptide interaction inhibition. Q9HD26. 0.02% of 330,000 active. inhibition, % at 20 µM. AID 504414. purified CAL PDZ, TMR-peptide fluorescence polarization, 1 h;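 active = highest replicate inhibition of at least 40%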;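 also: plate controls were DMSO neutral control wells for no effect and unlabeled competitor peptide control wells for full effect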
#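 Control set: unlabelled peptide and DMSO controls / Material: purified CerCALP PDZ construct / Timing: 1 h incubation at room temperature before polarization reading / Doses: 20 µM, one dose / Detection: fluorescence polarization (mP)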
# MITF act – activators of MITF-driven TRPM1 promoter activity in SK-MEL-5 cells; SK-MEL-5 TRPM1-promoter luciferase, 24 h; % of positive control, neutral wells = 0; activation, % at 12.5 µM; 0.75% of 300,000 active;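 active = mean activation of at least 80% with every replicate also reaching 80%; inconclusive = mean reaches 80% but some replicate falls short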;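 also: 0% = neutral control wells and 100% = parthenolide positive control wells; values of inactives mirror those of a sister screen read the other way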
# Wnt act – activates Wnt/beta-catenin signaling in a reporter cell assay; activator, plate reader; activation, % at 9.35 µM; 1.2% of 300,000 active; in the data active = activation above about 30%, passing the limit was not always enough; inconclusive = no clear call, values can overlap the other calls;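 also: 0% = neutral control wells and 100% = positive control wells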
# SR-BI uptake up – activators of SR-BI mediated HDL lipid uptake. CHO ldlA[mSR-BI] cells, DiI-HDL uptake fluorescence, 3 h; 100 = double the neutral-control signal. activation, % at 12.5 µM. 0.096% of 320,000 active. AID 504775;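 active = mean replicate activation of at least 60% and every replicate at or above 60%; inconclusive = mean or all-replicate condition met, but not both; inactive = mean below 60% and not all replicates reaching 60%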;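 also: 0% = median plate neutral-control signal and 100% = twice that signal; values of inactives mirror those of a sister screen read the other way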
#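 Material: SR-BI-overexpressing, LDLR-lacking CHO cells | Dosing: Single compound concentration, delivered by pin transfer | Probe or stimulus: Labelled HDL, 10 µg/mL | Signal: Bottom-read cell fluorescence after medium removal, ex 550/em 595 nm | Schedule: 3 h, 37 °C | Evaluation: HDL uptake via cellular fluorescence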
# Ecoli viability – bacterial growth inhibition, counter-screen for AddAB inhibitors | E. coli V3065 growth, OD600 absorbance, 18 h | inhibition, % at 11.9 µM | 0.27% of 330,000 active;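 active = inhibition above the campaign's mean inhibition across all tested compounds plus 3 SD, cut at about 9.9% in these data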;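 also: uninfected addAB+ strain grown without phage in ampicillin broth; 0% = DMSO wells and 100% = ciprofloxacin 0.95 µg/ml wells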
# SR-BI HDL uptake – mouse SR-BI HDL lipid transfer inhibition; Q61009; ldlA[mSR-BI] CHO cells, DiI-HDL uptake fluorescence, 3 h; inhibition, % at 12.5 µM; 0.96% of 320,000 active; AID 488896;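 active = mean replicate inhibition of at least 70% and a set share of replicates each scoring 70 or more; inconclusive = meets just one of the two criteria; inactive = fails both criteria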;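 also: 0% = median of neutral control wells and 100% = median of positive control wells; values of inactives mirror those of a sister screen read the other way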
# Target sequence (Q61009 whole entry, looked up): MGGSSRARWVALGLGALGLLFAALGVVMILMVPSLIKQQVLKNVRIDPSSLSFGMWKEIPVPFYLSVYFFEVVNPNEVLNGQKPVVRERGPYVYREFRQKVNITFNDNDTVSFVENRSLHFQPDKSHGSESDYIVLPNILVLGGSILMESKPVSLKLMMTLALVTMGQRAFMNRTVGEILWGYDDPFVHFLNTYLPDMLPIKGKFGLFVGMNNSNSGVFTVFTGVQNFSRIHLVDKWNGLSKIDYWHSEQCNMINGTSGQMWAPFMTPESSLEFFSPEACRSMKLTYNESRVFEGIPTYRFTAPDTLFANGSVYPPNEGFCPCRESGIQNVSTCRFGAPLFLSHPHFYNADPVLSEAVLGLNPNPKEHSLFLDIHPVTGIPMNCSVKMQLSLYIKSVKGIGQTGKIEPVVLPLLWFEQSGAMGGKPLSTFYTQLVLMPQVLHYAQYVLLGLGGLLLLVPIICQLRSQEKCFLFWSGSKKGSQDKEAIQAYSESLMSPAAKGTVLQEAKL
# CAL PDZ FP-2 – CAL PDZ (human) peptide binding inhibition; purified CAL PDZ, TMR-peptide fluorescence polarization, 1 h; inhibition, % at 24.9 µM; AID 602252; Q9HD26; 0.92% of 300,000 active;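 active = mean inhibition of at least 30% with at least half of replicates also reaching 30%; inconclusive = no clear call, values can overlap the other calls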;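 also: 0% = DMSO neutral control and 100% = excess unlabeled competitor peptide PRC23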
# * = called active by the depositor; ? = inconclusive; . = not tested or not shown.
SMILES,Tat export inh,phage Ecoli inh,AddAB inh,CAL PDZ FP-1,MITF act,Wnt act,SR-BI uptake up,Ecoli viability,SR-BI HDL uptake,CAL PDZ FP-2
O=C(Nc1ccccc1Oc1cccnc1)C1CCCN(Cc2ccccc2O)C1 (centres undefined),-7.2,2.1,1.3,-0.7,-9.1,-2.5,8.6,-0.1,-8.6,16.6
O=C(COc1cccc2ccccc12)Nc1ccc(Cl)cc1C(=O)O,0.7,3.4,2.5,-3.8,-10.0,-1.6,9.4,0.0,-9.4,-11.7
COc1cc(C(=O)N2CCN(c3cccc(C)c3C)CC2)ccc1OCC(=O)N1CCOCC1,1.4,2.7,2.1,-1.4,7.0,-0.8,-26.6,-0.7,26.6,4.1
Cc1ccc(-n2c(C3CC3c3ccc(Cl)cc3)n[nH]c2=S)cc1 (centres undefined),2.0,1.1,1.2,-0.4,10.2,-2.8,-10.3,0.0,10.3,.
CCN(Cc1cc(=O)[nH]c2ccccc12)C(=O)c1ccc(C)cc1,-5.4,2.2,1.0,-0.6,-4.5,8.3,1.1,0.1,-1.1,-0.8
CC(C)c1ccc(S(=O)(=O)/N=C2\C=C(NS(=O)(=O)c3ccccc3)C(=O)c3ccccc32)cc1,5.6,1.0,6.9,-0.1,-22.7,1.8,3.1,4.6,-3.1,1.0
Cc1ccc(SCCC(=O)Nc2ccccc2C(=O)NC2CCCCC2)cc1,2.9,4.7,-1.3,-0.7,-4.6,0.5,-5.7,-0.4,5.7,-2.9
NC(=O)Cc1ccc(C(=O)c2ccc(Cl)cc2)s1,-8.3,5.9,3.3,-0.1,8.5,19.5,-9.2,1.5,9.2,-6.0
CC(=O)Nc1ccc(Nc2ncnc3c2cnn3-c2ccc(C)cc2C)cc1,6.3,1.9,3.1,-1.3,.,0.5,-24.9,-0.8,24.9,8.9
CCOC(=O)c1ccc(NC(=O)CSc2nc3c(c(=O)n2-c2ccccc2OC)SCC3)cc1,-1.4,1.5,2.0,-2.1,-20.7,-2.2,-56.0,-0.9,56.0,-1.7
CCOc1ccc(-n2c(N)c(C(=O)N3CCN(C)CC3)sc2=S)cc1,4.3,3.2,3.2,-1.7,-9.7,.,-6.6,-1.3,6.6,-8.5
COCC(=O)N(C)C[C@H]1N[C@@](C)(C(=O)OC)[C@H]2C(=O)N(C)C(=O)[C@@H]12,-10.3,2.7,2.4,-0.3,4.9,-1.1,-6.0,-2.9,6.0,-3.6
COCC(C)n1c(C)cc(C(=O)COC(=O)c2n[nH]c3ccccc23)c1C (centres undefined),3.2,-0.9,3.7,-1.8,8.4,.,-9.0,0.2,9.0,-2.6
COCC1CCCN(C(=O)c2ccc3oc(C(C)C)nc3c2)C1 (centres undefined),0.8,2.2,-2.1,-2.6,1.2,0.1,1.8,-2.4,-1.8,-1.6
O=C(Cc1cccs1)Nc1ccc2c(c1)C(=O)OC2,-3.9,1.6,1.8,-3.4,10.8,-3.6,-9.8,-1.5,9.8,-2.2
Cc1ccnc(NC(=O)c2ccccc2[N+](=O)[O-])c1,2.3,2.6,2.1,0.3,5.7,.,3.0,0.7,-3.0,13.1
O=C(COC(=O)Cc1ccc(Cl)cc1)Nc1c(F)cccc1F,-0.9,2.5,1.8,-2.1,-8.1,-6.6,11.8,-2.2,-11.8,2.2
COc1cc(/C=C/C(=O)O)cc(S(=O)(=O)NC2CCCC2)c1OC,5.0,1.2,-1.0,0.2,-7.0,0.1,.,-1.9,.,.
COc1cccc(/C=N/NC(=O)CSc2cccc3cccnc23)c1,2.1,-0.3,-0.3,-1.9,.,7.9,7.9,-1.2,-7.9,.
COc1ccc(NC(=O)CC2C(=O)N(c3ccccc3)C(=O)N2Cc2ccco2)cc1 (centres undefined),-11.6,2.1,2.2,0.8,12.2,-1.5,-2.5,-0.9,2.5,-0.9
O=C(NC1CCCCCC1)c1c(F)c(F)c(F)c(F)c1F,2.1,1.3,0.1,-1.5,-10.9,-0.8,3.8,0.1,-3.8,4.3
O=C(OCc1c(Cl)cccc1Cl)c1cccnc1Cl,5.5,3.1,1.8,-1.7,-4.7,-0.8,15.7,-1.1,-15.7,7.0
COc1ccc(C(CNC(=O)c2ccc(NS(=O)(=O)c3cccc([N+](=O)[O-])c3)cc2)N2CCOCC2)cc1 (centres undefined),-0.5,2.8,4.0,-2.7,-4.1,-7.2,13.8,-2.5,-13.8,-2.2
CN(C)C(=O)C(=O)c1c(-c2ccccc2)cc2ccccn12,-5.9,1.5,3.1,1.8,-2.1,.,10.5,-1.6,-10.5,1.7
COCCN(C(=O)CSc1nnc2cc(C)c3ccccc3n12)c1c(N)n(Cc2ccccc2)c(=O)[nH]c1=O,3.3,0.9,3.6,-1.4,-9.3,8.3,-29.9,-0.2,29.9,-1.8
CN(C(=O)COC(=O)c1cccc(S(=O)(=O)N2CCCCC2)c1)C1CCS(=O)(=O)C1 (centres undefined),0.9,1.8,1.9,-2.1,-6.3,-0.3,0.0,-0.5,0.0,-4.2
O=C1[C@H]2[C@H](ON3CCCC[C@H]23)C(=O)N1c1ccc(Cl)cc1,-0.9,1.1,1.9,-0.9,2.2,-0.7,33.2,-2.2,-33.2,2.8
CC(=O)NN1CCc2cc3ccc(C)cc3nc21,1.7,0.9,0.5,-1.6,.,-0.5,1.6,-2.9,-1.6,-5.8
Cc1ccc(-c2nnn(CC(=O)N(c3ccc(F)cc3)C(C(=O)NC(C)(C)C)c3ccco3)n2)o1 (centres undefined),0.4,2.7,-1.9,-0.3,.,.,-0.5,-1.7,0.5,.
Cc1cnc(NC(=O)CN2CCN(c3ccccc3F)CC2)s1,-0.6,-3.4,-0.7,-0.6,-3.4,-1.3,8.1,-5.5,-8.1,-0.9

# Profiles, looked up by structure. Values in the order: Tat export inh | phage Ecoli inh | AddAB inh | CAL PDZ FP-1 | MITF act | Wnt act | SR-BI uptake up | Ecoli viability | SR-BI HDL uptake | CAL PDZ FP-2
# COc1cc(/C=C/C(=O)O)cc(S(=O)(=O)NC2CCCC2)c1OC in the list: 5.0 | 1.2 | -1.0 | 0.2 | -7.0 | 0.1 | . | -1.9 | . | .
# O=C1[C@H]2[C@H](ON3CCCC[C@H]23)C(=O)N1c1ccc(Cl)cc1 in the list: -0.9 | 1.1 | 1.9 | -0.9 | 2.2 | -0.7 | 33.2 | -2.2 | -33.2 | 2.8
# O=C(OCc1c(Cl)cccc1Cl)c1cccnc1Cl in the list: 5.5 | 3.1 | 1.8 | -1.7 | -4.7 | -0.8 | 15.7 | -1.1 | -15.7 | 7.0

# Other results.
SMILES,Tat export inh,phage Ecoli inh,AddAB inh,CAL PDZ FP-1,MITF act,Wnt act,SR-BI uptake up,Ecoli viability,SR-BI HDL uptake,CAL PDZ FP-2
CCCC(=O)N1CCN(c2ccc(NC(=O)c3cccs3)cc2Cl)CC1,0.6,3.9,2.4,-2.4,3.0,-2.5,-27.0,-0.4,27.0,-0.9
COc1cccc(CNC(=O)CCNC(=O)c2ccccc2OC)c1,-6.6,2.4,4.2,-3.7,4.4,-1.2,5.5,0.9,-5.5,1.7
Cc1ccc(C)c(NC(=O)CN(C)C(=O)c2oc3c(Cl)cccc3c2C)c1,3.5,1.3,0.5,-1.2,11.5,-1.9,-12.7,0.9,12.7,3.2
COc1ccc(NC(=O)Cc2ccc(Cl)cc2)cc1NC(=O)c1ccco1,-8.6,0.0,1.1,-0.6,-1.6,-1.9,-13.1,1.1,13.1,-1.4
CC(=O)c1cc2c(cc1NC(=O)CN1CCN(c3ccc(F)cc3)CC1)OCO2,-8.7,0.7,3.4,-1.1,-2.2,.,6.3,0.3,-6.3,-1.4
Cn1cc(S(=O)(=O)c2ccccc2)c(=O)c2cc(Cl)ccc21,-2.6,0.2,3.7,-2.2,-0.5,3.7,5.8,0.8,-5.8,-1.0
CCOc1ccc(NC(C)=O)cc1N,-5.8,1.8,1.0,0.3,2.9,2.3,-3.7,-1.6,3.7,-5.3
COc1ccc(NC(=O)N(C2CCCCC2)C(C)c2ccco2)c(OC)c1 (centres undefined),7.3,1.8,10.2,-1.3,-15.5,.,-30.2,-0.5,30.2,-3.4
CC(=O)/C(N=Nc1ccc(-n2ccc(C(F)(F)F)n2)cc1)=C(\C)O,-0.4,-2.6,-0.5,0.0,.,12.3,-37.5,0.2,37.5,10.9
CCSc1nc2ccccc2n1Cc1nc(N)nc(N(C)C)n1,-1.3,2.2,0.7,-2.4,0.4,-2.2,5.5,-2.5,-5.5,-0.9
Fc1ccc(OCc2nc(-c3ccc(Br)o3)no2)c(F)c1,5.3,2.7,1.4,0.7,39.4,0.7,3.4,0.3,-3.4,.
NC(=O)c1cc(S(=O)(=O)NCCc2ccc(S(N)(=O)=O)cc2)cs1,2.6,1.1,1.5,-1.4,-3.4,-1.2,17.3,3.0,-17.3,-4.9
COc1ccccc1N1CCN(C(=O)Cn2c(=O)[nH]c3ccsc3c2=O)CC1,19.5,0.4,-0.4,-2.7,5.0,-2.0,.,0.8,-25.7,-4.5
COc1ccc(NC(=O)Nc2nnc(-c3ccncc3)s2)cc1,9.9,5.0,3.0,-3.6,29.7,-0.9,6.9,0.5,-6.9,-6.1
CNS(=O)(=O)c1ccc(C(=O)NCC(=O)NCCc2ccc3c(c2)OCCO3)cc1,2.4,2.2,-0.7,-0.8,0.2,1.4,11.5,-2.1,-11.5,-1.4
CCn1ncc(/C=C/C(=O)c2ccccc2)c1C,2.3,2.9,3.9,-1.0,55.8,?,35.6,-2.5,-35.6,.
COCCCNS(=O)(=O)c1ccc2[nH]c(=O)[nH]c2c1,3.1,0.0,1.7,-1.6,1.2,6.5,1.1,-0.1,-1.1,-9.5
O=C1C(C=NCCN2CCOCC2)=C(O)c2ccccc21,-4.0,3.0,3.7,0.8,35.3,33.8*,3.4,-0.7,-3.4,-0.7
O=C(NCCc1ccccc1)Nc1ccc(Cl)cc1,-7.0,6.0,3.0,-3.2,65.2,.,-13.1,3.2,13.1,-2.5
Cc1c(CNC2CCCC2)c(C(=O)O)c(C)n1Cc1ccccc1,-0.3,1.2,3.0,0.5,-8.9,.,9.8,2.6,-9.8,1.7
Cc1nc2ccc(Nc3ccncc3)cc2s1,-5.4,0.1,1.5,-1.9,17.6,-2.3,.,0.8,.,1.7
CSc1ccc(CN2CCN(C(=O)c3ccncc3)CC2)cc1,-4.2,4.4,3.1,0.1,-1.8,-18.9,6.9,1.7,-6.9,3.5
CC(=O)Nc1c(Cl)cc2c(c1Cl)Cc1ccccc1-2,-2.8,0.3,.,0.3,2.7,2.7,1.3,.,-1.3,-2.5
CC1CN(Cc2ccccc2)C(=O)N(c2ccccc2)C1=O (centres undefined),0.8,4.1,.,-0.1,-4.7,-1.8,22.4,.,-22.4,.
O=C(COC(=O)Cc1cn2ccsc2n1)NC12CC3CC(CC(C3)C1)C2,-3.4,3.5,2.2,-2.5,5.2,-7.8,2.2,-3.9,-2.2,-4.2
O=C(N/N=C/c1cccc2ccccc12)c1cccs1,2.2,0.1,.,-2.3,55.9,34.4*,-9.8,.,9.8,-3.1

# Rows were taken by chance; overall some 3.6% were active at least once.
